TLR9-MyD88 inh: inhibitors of TLR9-MyD88 association in cells, primary screen, cell-based, CHO, BLA complementation, fluorescence | Toll-like receptor 9 (Homo sapiens) + Myeloid differentiation primary response protein … | CCF4 FRET ratio | inhibition, % at 4.98 µM | 340,000 compounds, 0.21% hits;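 active = inhibition above the mean over all tested compounds plus 3 SD, cut at about 21% in these data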;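 also: 0% = DMSO only wells and 100% = clavulanate BLA inhibitor control wells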
LRH-1 inv ag: LRH-1 (NR5A2) inverse agonists, primary screen, cell-based, luminescence, HEK293T, StAR-luciferase reporter; LRH-1 transfected, 24 h; inhibition, % at 3.6 µM; 360,000 compounds, 0.13% hits; AID 602396, 2012; Nuclear receptor subfamily 5 group A member 2 (Homo sapiens), O00482;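 active = inhibition above the mean inhibition of all tested compounds plus 3 SD, cut at about 73% in these data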;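 also: 0% = DMSO wells and 100% = reporter-only cells lacking LRH-1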
MC4R antagonist: MC4R antagonists of cAMP signaling, primary screen, cell-based, TR-FRET, antagonist arm of biased-ligand search; MC4R-expressing cells, MTII-stimulated cAMP, LANCE TR-FRET; Melanocortin receptor 4 (Homo sapiens), P32245; 360,000 compounds, 0.48% hits; inhibition, % at 6.5 µM;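 active = inhibition above its plate's cutoff, the mean of tested wells on that plate plus 3 SD, cut at about 29% in these data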;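 also: 0% = Melanotan II alone and 100% = Melanotan II plus saturating MCL0020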
Target sequence (P32245 whole entry, looked up): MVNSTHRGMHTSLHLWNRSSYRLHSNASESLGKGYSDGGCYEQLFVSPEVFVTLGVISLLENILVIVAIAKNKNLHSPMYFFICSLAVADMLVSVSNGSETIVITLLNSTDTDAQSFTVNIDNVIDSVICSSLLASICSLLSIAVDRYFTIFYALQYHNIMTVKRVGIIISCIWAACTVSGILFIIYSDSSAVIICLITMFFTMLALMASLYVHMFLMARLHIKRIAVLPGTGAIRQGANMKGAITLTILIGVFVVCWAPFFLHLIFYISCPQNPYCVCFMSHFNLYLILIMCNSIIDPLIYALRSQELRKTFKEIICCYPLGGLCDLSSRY
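Assay system: U2OS-MC4R stable cell line; Also added: Melanotan II; Technique: Eu-cAMP/anti-cAMP TR-FRET, emission 671 nm; Times: 30-min compound, 1-h challenge, 1-h detection, room temperature.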
NOD2-RIPK2 inh: NOD2-RIPK2 binding disruptors in cells, primary screen, fluorescence, CHO cells, BLA complementation; CCF4 ratio; inhibition, % at 4.98 µM; 360,000 compounds, 0.38% hits; AID 624267, 2012; in the data active = inhibition above about 21%;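 also: 0% = vehicle only and 100% = reference blocker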
Target sequence (O43353 whole entry, looked up): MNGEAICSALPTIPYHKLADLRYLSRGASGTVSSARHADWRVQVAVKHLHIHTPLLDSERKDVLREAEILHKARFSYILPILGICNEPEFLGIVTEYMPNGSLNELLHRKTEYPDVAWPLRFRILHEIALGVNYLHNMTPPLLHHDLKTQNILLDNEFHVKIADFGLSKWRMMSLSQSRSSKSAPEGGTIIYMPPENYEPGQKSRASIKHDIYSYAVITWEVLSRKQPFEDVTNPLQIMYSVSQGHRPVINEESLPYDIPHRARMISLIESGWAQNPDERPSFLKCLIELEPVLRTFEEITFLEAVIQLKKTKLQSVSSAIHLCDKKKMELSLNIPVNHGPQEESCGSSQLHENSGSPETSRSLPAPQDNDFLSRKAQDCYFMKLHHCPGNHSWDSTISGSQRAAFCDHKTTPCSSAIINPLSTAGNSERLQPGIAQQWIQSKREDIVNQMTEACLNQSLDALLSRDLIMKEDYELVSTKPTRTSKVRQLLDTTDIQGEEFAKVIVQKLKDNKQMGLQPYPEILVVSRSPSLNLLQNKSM
NR2F2 inh: NR2F2 transcriptional activity inhibitors, primary screen, cell-based, luciferase reporter, HEK293T, luminescence; COUP transcription factor 2 (Homo sapiens), P24468; HEK293T NGFI-A luciferase reporter; inhibition, % at 8.6 µM; 370,000 compounds, 0.7% hits; AID 686940, 2013;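 active = inhibition above a per-plate cutoff, mean inhibition of test wells between control levels plus 3 SD, cut at about 38% in these data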;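 also: cells cotransfected with COUP-TFII expression vector driving the NGFI-A reporter; 0% = median of COUP-TF2 test wells and 100% = reporter-only cells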
EBV LMP1 NFkB: EBV LMP1-driven NF-kappaB luciferase reporter inhibitors, primary screen, cell-based, luminescence, single point | 350,000 compounds, 0.69% hits | AID 504558, 2011 | inhibition, % at 12.5 µM | LMP1-induced NF-kappaB luciferase reporter cells; in the data active = inhibition above about 41%;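 also: 0% = neutral control wells and 100% = reference inhibitor control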
NCOA2 inhibitor: inhibition of GAL4-SRC2 driven luciferase reporter, primary screen, SRC2 inhibitor project, cell-based, luminescence; Nuclear receptor coactivator 2 (Homo sapiens), Q15596; HEK293 GAL4-SRC2 luciferase reporter; inhibition, % at 9 µM; 370,000 compounds, 0.17% hits; AID 651957, 2012;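 active = inhibition above the mean inhibition of all tested compounds plus 3 SD, set per campaign, cut at about 52% in these data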;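 also: 0% = DMSO treated cells and 100% = cells given Gossypol at 36 µM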
NCOA1 inh: SRC1 coactivator transcriptional activity inhibitors, primary screen, cell-based, luminescence; inhibition, % at 3.6 µM; HEK293 GAL4-SRC1 luciferase reporter; 360,000 compounds, 0.12% hits; AID 588354, 2011; Nuclear receptor coactivator 1 (Homo sapiens), Q15788;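 active = inhibition above the campaign mean plus 3 SD, with each screening campaign given its own cutoff, cut at about 60% in these data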;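 also: 0% = DMSO treated cells and 100% = gossypol at 36 µM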
ABHD5 PLIN5 PPI: ABHD5-PLIN5 interaction inhibitors, primary screen, cell lysate, split luciferase complementation, luminescence. Perilipin-5 (Homo sapiens) + 1-acylglycerol-3-phosphate O-acyltransferase ABHD5 (Homo …. Split G. princeps luciferase complementation, 4 h. inhibition, % at 4 µM. 360,000 compounds, 0.78% hits;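 active = inhibition above the mean inhibition across every tested compound plus 3 SD, cut at about 22% in these data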;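 also: 0% = DMSO only wells and the 100% control is not disclosed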
NCOA3 inh: SRC3 coactivator transcriptional activity inhibitors, primary screen, cell-based, luminescence; 360,000 compounds, 0.17% hits; HEK293 GAL4-SRC3 luciferase reporter; inhibition, % at 3.6 µM; Nuclear receptor coactivator 3 (Homo sapiens), Q9Y6Q9;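 active = inhibition above a per-campaign cutoff, the mean of all compounds plus 3 SD, cut at about 60% in these data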;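 also: 0% = DMSO-treated cells and 100% = gossypol-treated cells at 36 µM; higher means less SRC3-driven luciferase light from the GAL4 reporter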
MC4R ag barr: MC4R agonists recruiting beta-arrestin, primary screen, cell-based, luminescence, agonist arm of biased-ligand search; U2OS MC4R beta-arrestin complementation; percent of melanotan II response, DMSO zero; activation, % at 8.9 µM; 360,000 compounds, 0.98% hits; Melanocortin receptor 4 (Homo sapiens), P32245;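 active = activation above a per-plate cutoff, the mean activation of sample wells on that plate plus 3 SD, cut at about 8% in these data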
Numbers without * were called inactive; x = not tested or not shown. This is a subset; the hit share may differ from the screen's.

SMILES	TLR9-MyD88 inh	LRH-1 inv ag	MC4R antagonist	NOD2-RIPK2 inh	NR2F2 inh	EBV LMP1 NFkB	NCOA2 inhibitor	NCOA1 inh	ABHD5 PLIN5 PPI	NCOA3 inh	MC4R ag barr
Cc1ccc2cc3cc(C(=O)N4CCC5(CC4)OCCO5)oc3nc2c1	-11	-19	3	0	-7	-11	-24	-28	-6	7	0.7
Cc1ncoc1C(=O)NCC1=C(c2ccc(S(C)(=O)=O)cc2)C[C@@H]2CC[C@H]1N2Cc1ccco1	-4	9	6	9	-19	1	9	1	-5	-7	-0.1
CC(C)n1c(=O)c(C=Nc2ccc(S(N)(=O)=O)cc2)c(O)n(Cc2ccco2)c1=O	-3	1	-1	-7	15	3	15	-7	3	-1	0.6
CN1CCN(c2ccc(N)c(N3CCN(C)CC3)c2)CC1	-5	-3	9	6	11	-9	-17	-22	-11	-4	0.0
CC1=CP(=O)(Oc2ccc([N+](=O)[O-])cc2)CC1 (stereo not given)	-2	25	-4	-6	7	-7	-26	1	0	-8	-0.8
O=c1c2ccccc2nc(/C=C/c2ccc3c(c2)OCO3)n1-c1ccccc1	5	10	8	2	6	-2	8	5	0	4	-4.0
Cn1cc(C(O)CN2CCCCC2)c2ccccc21 (stereo not given)	-3	4	8	0	-12	-24	5	7	2	-1	-1.5
O=C1NC(=S)NC(=O)C12C(c1ccc(F)cc1)NC(=S)NC2c1ccc(F)cc1 (stereo not given)	-6	5	1	-6	5	17	-22	3	24*	7	-1.5
CCC(=Nc1ccccc1NC(C)=O)c1c(O)n(C)c(=O)n(C)c1=O	2	-12	-6	-3	0	-2	-5	8	0	1	-3.0
O=C1NC(=O)N(c2ccccc2F)C(=O)/C1=C/c1ccc(Sc2nc3ccccc3[nH]2)o1	-4	25	-1	-1	2	1	-4	-23	-3	20	-2.0
CC(=NCCN1CCCCC1)c1c(O)[nH]c(=O)[nH]c1=O	1	-1	-1	-6	5	4	-8	10	3	1	-0.1
CCC(C)N1C(=O)NC(=O)C2(Cc3c(ccc4ccccc34)N(C)C2)C1=O (stereo not given)	-9	20	15	5	10	-5	-20	0	-7	-2	2.5
CC(C)=CCC12CN3CCN(CC(C3)C1=O)C2	-11	-4	2	12	-2	4	-19	-2	1	-29	-2.4
COc1ccc(C2SCC(=O)Nc3c2c(=O)[nH]n3C2CCCCCC2)cc1 (stereo not given)	-8	-21	9	2	11	3	-4	-7	-6	-32	1.8
O=[N+]([O-])c1ccc(NCc2ccc(Cl)cc2)c2ccncc12	-3	0	-5	-7	-4	6	-31	7	-20	20	0.7
c1coc(CN2Cc3ccccc3-n3nncc3C2)c1	14	-19	2	-2	-29	-5	-2	-6	11	9	0.4
CCn1ccnc1CN1CCCC(C(=O)c2cc(F)ccc2OC)C1 (stereo not given)	-8	6	-2	3	3	-6	-18	-27	-1	4	1.0
CCOC(=O)c1c(-n2c(C)cc(/C=C3\C(=O)NC(=O)N(C)C3=O)c2C)sc2c1CCCC2	10	5	9	7	14	3	1	-5	-16	0	-0.5
C=C1C(=O)[C@@]23C[C@H]4[C@@H]5[C@@]6(C)CCC[C@@]57[C@@H]2[C@@H](O)[C@@H]1C[C@H]3[C@H]7N4C6	13	62	-2	1	5	-3	51	60	14	50	-0.8
O=C1NC(=O)N(CCc2ccc(F)cc2)C(=O)/C1=C\C=C\c1ccccc1	5	-22	-2	-11	8	-26	-3	12	5	14	-3.5
COCCN1C(=O)/C(=C/c2c(OC)cc(OC)cc2OC)C(=O)N(c2ccccc2)C1=O	6	-8	-15	7	-3	-8	-7	9	15	15	-2.2
COc1cccc(CN2CCCCC2c2cccnc2)c1 (stereo not given)	-1	-38	0	2	8	2	1	-3	-5	-10	-2.4
COc1nc(C)nc(NC(=O)NS(=O)(=O)c2ccccc2Cl)n1	11	3	4	10	-19	0	-14	15	1	-5	-1.2
CCS(=O)(=O)Nc1cccc(C(=C2CCCCC2)c2cnc[nH]2)c1	-2	-26	7	-2	-4	3	8	-1	1	-5	-0.3
O=P(/C=C1\OCc2ccccc21)(Oc1ccccc1)Oc1ccccc1	x	9	x	-4	2	x	7	x	3	x	x
COc1ccc(-c2cc(=NCCC(=O)O)c3cc(C)ccc3o2)cc1	-2	-102	8	2	-39	-59	-60	-58	0	-55	-2.6
CC[N+](CC)(CC)CC	4	-3	0	-6	15	-1	5	-5	3	-1	-0.5
O=C1NC(=O)N(Cc2ccco2)C(=O)/C1=C\c1cccn1CCOc1ccc(Cl)cc1	2	-15	2	-3	-11	-18	-26	-2	2	-5	-0.6
COc1cccc(-c2nc(CS(=O)CC(=O)N3CCC4(CC3)OCCO4)c(C)o2)c1 (stereo not given)	2	-5	4	6	10	2	-28	14	0	16	-0.3
O=c1[nH]c2ccccc2n1C1CCN(C(c2ccccc2)c2nnnn2-c2ccc3c(c2)OCCO3)CC1 (stereo not given)	x	5	x	-4	24	x	6	43	8	52	x
CCCC(=O)Nc1ccc(N2CCN(CC)CC2)c(Cl)c1	-2	10	6	-9	-4	-8	-6	-13	3	-4	-0.4
CCC1(c2ccccc2)C(=O)NC(=S)NC1=O	-2	-18	-1	3	-1	-10	-10	-1	1	12	-3.3
BrCC(Br)(Br)Br	-9	-2	14	3	19	-6	-7	-10	0	23	0.5
Cn1nc(N)c2c1N=P(N1CCOCC1)(N1CCOCC1)N=C2c1ccccc1	0	17	7	-9	-14	6	-10	5	2	9	-1.3
COC(=O)C1=C(c2ccc(F)cc2F)C[C@@H]2CC[C@H]1N2C(=O)NCc1ccc(C(F)(F)F)cc1	-2	10	9	3	-7	3	-1	1	-4	5	1.6
O=C(CN1CCCCC1)c1ccc(OC(F)F)cc1	-6	7	-11	-11	4	1	-16	15	6	16	0.8
C#CC1(O)CCC2C3CCC4=CC(=O)CCC4=C3C=CC21C (stereo not given)	-22	16	-8	-14	9	1	22	14	3	16	0.3
O=C(COc1ccc(Cl)cc1)N1CCN(Cc2ccc([N+](=O)[O-])cc2)CC1	4	27	-1	-6	10	3	19	2	2	10	-1.3
CNC(=O)Oc1ccc(-c2cn3cc(C)ccc3n2)cc1	4	-123	-12	2	-28	64*	-3	-91	10	-41	0.8
COC(=O)C1=C(c2ccc(OC)c(OC)c2)C[C@@H]2CC[C@H]1N2C(=O)N1CCCCC1	4	-1	5	-6	0	2	-23	-15	-3	14	-0.9
CC(CCc1ccccc1)NCCC#N (stereo not given)	7	19	-3	-8	2	1	-8	14	4	5	1.1
Cc1ccc2c(c1)C1CN(C)CCC1N2S(=O)(=O)c1ccccc1 (stereo not given)	9	-3	3	3	6	-14	1	4	1	24	-0.3
CC(NS(=O)(=O)OCC(Cl)(Cl)Cl)c1ccccc1 (stereo not given)	9	3	2	-15	-12	-5	-11	-6	2	14	-0.5
Cc1c(C)c2ccc(OCC(=O)N3CCN(Cc4ccccc4)CC3)cc2oc1=O	-3	16	1	-15	-6	-2	13	13	3	14	-1.3
CCCN1C2CCCC1CC(NC(C)=O)C2 (stereo not given)	-8	4	5	5	-3	-3	9	4	2	-4	-0.4
CSc1ccc(C(=O)C2CCCN(Cc3cnc(SC)nc3)C2)cc1 (stereo not given)	-4	-4	7	3	-2	3	10	-5	3	10	0.7
CN1CCN(C(=O)COc2ccc(Oc3ccccc3)cc2)CC1	0	-12	3	1	0	-2	-3	4	-5	3	-2.7
Cc1ccc2occ(CN3CC4CC(C3)c3cccc(=O)n3C4)c(=O)c2c1 (stereo not given)	0	-23	18	-3	13	-8	-4	0	0	0	2.0
Cc1ccccc1CN1Cc2cnnn2-c2ccccc2C1C#N (stereo not given)	-2	-17	37*	19	39*	13	48	19	74*	14	-0.8
O=C(CSc1ccccc1)N1CCC2(CC1)OCCO2	-3	-75	2	-1	-19	-18	-13	-78	-5	-53	-0.4

(more compounds)
SMILES	TLR9-MyD88 inh	LRH-1 inv ag	MC4R antagonist	NOD2-RIPK2 inh	NR2F2 inh	EBV LMP1 NFkB	NCOA2 inhibitor	NCOA1 inh	ABHD5 PLIN5 PPI	NCOA3 inh	MC4R ag barr
O=c1[nH]c2ccccc2n1C1CCN(C(c2cccc3ccccc23)c2nnnn2Cc2ccccc2)CC1 (stereo not given)	x	43	x	-2	19	x	9	40	10	43	x
CCC(=NCc1cccnc1)c1c(O)n(C2CCCCC2)c(=O)[nH]c1=O	6	11	7	6	3	7	-30	4	-9	10	-1.2
CCOP(=S)(OCC)SCOC(=O)NCC(=O)OC	-6	-13	-3	-3	18	15	-16	8	-3	11	-1.9
O=Cc1cn(Cc2c(F)cccc2Cl)c2ccccc12	-6	24	-5	-7	20	-4	3	13	0	19	-0.9
C[C@]12C=CC(=O)C=C1CC[C@@H]1[C@@H]2CC[C@]2(C)C(=O)CC[C@@H]12	-2	5	-4	0	-12	-2	-12	-11	-1	12	0.8
COc1ccc(Cc2c(O)[nH]c(=O)[nH]c2=O)c(OC)c1	11	-3	8	9	3	-5	-5	-25	-2	12	-0.3
N#CC12CNCC1CN=N2 (stereo not given)	0	-13	15	0	-7	2	-11	-11	4	-8	-1.1
Cc1[nH]c2ccccc2c1CN1CCCCC1	-2	10	1	-13	-10	0	19	-5	0	-7	0.9
CC(C)[C@@]1(NC(=O)[C@@H]2C[C@@H]3c4cccc5[nH]cc(c45)C[C@H]3N(C)C2)O[C@@]2(O)[C@@H]3CCCN3C(=O)[C@H](Cc3ccccc3)N2C1=O	-8	-22	4	-16	-6	9	8	-23	-5	-23	-0.8
Cc1ccc(OC(=O)N(C)C[C@@H]2OCc3cnnn3CCCC(=O)N([C@H](C)CO)C[C@H]2C)cc1	-6	-5	18	2	-4	-3	10	-4	-8	4	2.6
COC(=O)c1cccc(NC(=O)N2C[C@H]3C[C@@H](C2)c2cccc(=O)n2C3)c1	2	-22	13	5	4	-3	-6	-15	2	8	-1.1
Cc1cccc(C)c1-n1nnnc1C(c1cccs1)N1CCC2(CC1)C(=O)NCN2c1ccccc1 (stereo not given)	x	18	x	-10	21	x	5	26	0	22	x
